Screens as filed in PubChem.
PAFAH1B2 FP inh: blocks human PAF acetylhydrolase 1b catalytic subunit 2; AID 492953; recombinant PAFAH1B2, FP-rhodamine activity probe, fluorescence polarization; 1.2% of 340,000 active; P68402; inhibition, % at 3.39 µM;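 active = inhibition above the mean of all tested compounds plus 3 SD, cut at about 24% in these data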;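 also: 0% = enzyme with DMSO and 100% = wells lacking PAFAH1B2; many of its hits are not listed in these tables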
PAFAH2 FP inh: inhibitors of human PAFAH2. AID 492956. 0.99% of 340,000 active. recombinant PAFAH2, FP-rhodamine activity probe, fluorescence polarization. inhibition, % at 3.39 µM. Q99487;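 active = inhibition above the mean over all tested compounds plus 3 SD, cut at about 30% in these data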;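 also: inhibitors block probe labeling of enzyme so polarization drops; 0% = enzyme with DMSO and 100% = wells lacking PAFAH2 protein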
GSTO1 counter: blocks human GSTO1 in RBBP9 counter-screen | AID 1974 | recombinant GSTO1, activity-based probe fluorescence polarization | P78417 | 1.1% of 300,000 active | inhibition, % at 5.96 µM;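 active = inhibition above the campaign mean inhibition plus 3 SD, cut at about 35% in these data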;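 also: 0% = GSTO1-1 with DMSO and 100% = wells lacking GSTO1-1 enzyme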
Target sequence (P78417 whole entry, looked up): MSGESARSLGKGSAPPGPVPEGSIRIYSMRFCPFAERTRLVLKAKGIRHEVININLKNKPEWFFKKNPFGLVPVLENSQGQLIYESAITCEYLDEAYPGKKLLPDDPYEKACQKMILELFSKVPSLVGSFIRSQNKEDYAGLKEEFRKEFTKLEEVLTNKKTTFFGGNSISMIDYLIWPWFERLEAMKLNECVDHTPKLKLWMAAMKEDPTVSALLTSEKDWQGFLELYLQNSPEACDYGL
LYPLA2 inh: blocks human lysophospholipase 2, a PME1 counter-screen; AID 2177; recombinant LYPLA2, FP-Rh probe fluorescence polarization; inhibition, % at 5.9 µM; 0.38% of 320,000 active;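 active = inhibition above the screen-wide mean plus 3 SD, limit set per campaign, cut at about 26% in these data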;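 also: 0% = LYPLA2 with DMSO and 100% = wells lacking LYPLA2 enzyme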
Target sequence (O95372 whole entry, looked up): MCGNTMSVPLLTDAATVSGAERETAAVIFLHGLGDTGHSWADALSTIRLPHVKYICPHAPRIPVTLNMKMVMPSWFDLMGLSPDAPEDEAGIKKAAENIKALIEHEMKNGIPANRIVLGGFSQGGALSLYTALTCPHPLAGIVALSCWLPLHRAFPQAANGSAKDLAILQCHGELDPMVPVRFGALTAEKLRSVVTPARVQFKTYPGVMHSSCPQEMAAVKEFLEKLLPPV
PAFAH1B3 FP inh: PAFAH1B3 (human) inhibition; Q15102; recombinant PAFAH1B3, FP-rhodamine probe, fluorescence polarization; inhibition, % at 3.39 µM; 0.28% of 340,000 active; AID 492972;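 active = inhibition above the screen-wide average of all tested compounds plus 3 SD, cut at about 25% in these data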;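 also: 0% = enzyme with DMSO only and 100% = wells lacking PAFAH1B3 protein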
pPAFAH FP inh: inhibitors of human plasma PAF acetylhydrolase (pPAFAH). AID 463082. inhibition, % at 3.39 µM. Q13093. recombinant pPAFAH, FP-rhodamine probe fluorescence polarization. 1.5% of 330,000 active;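 active = inhibition above the mean inhibition across the screen plus 3 SD, cut at about 25% in these data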;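 also: inhibitors block binding of the rhodamine activity-based probe so polarization drops; 0% = enzyme with DMSO and 100% = wells lacking pPAFAH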
PAD4 FP inh: blocks human protein arginine deiminase 4 | 0.41% of 330,000 active | inhibition, % at 6.36 µM | Q9UM07 | AID 485272 | recombinant PAD4, RCA probe fluorescence polarization;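 active = percent inhibition above a cutoff equal to the mean of all tested compounds plus 3 SD, cut at about 15% in these data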;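 also: 0% = PAD4 with RCA probe and DMSO and 100% = probe without PAD4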
PME-1 inh: PME-1 (human) inhibition | Q9Y570 | recombinant PME-1, FP-Rh probe fluorescence polarization | inhibition, % at 5.9 µM | 0.53% of 320,000 active | AID 2130;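 active = inhibition above the campaign mean of all compounds plus 3 SD, cut at about 26% in these data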;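 also: competitive labeling of PME-1 active site by serine hydrolase directed probe; 0% = PME-1 with DMSO and 100% = wells lacking PME-1 enzyme; inhibitors block probe labeling so polarization falls and inhibition rises; many of its hits are not listed in these tables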
Target sequence (Q9Y570 whole entry, looked up): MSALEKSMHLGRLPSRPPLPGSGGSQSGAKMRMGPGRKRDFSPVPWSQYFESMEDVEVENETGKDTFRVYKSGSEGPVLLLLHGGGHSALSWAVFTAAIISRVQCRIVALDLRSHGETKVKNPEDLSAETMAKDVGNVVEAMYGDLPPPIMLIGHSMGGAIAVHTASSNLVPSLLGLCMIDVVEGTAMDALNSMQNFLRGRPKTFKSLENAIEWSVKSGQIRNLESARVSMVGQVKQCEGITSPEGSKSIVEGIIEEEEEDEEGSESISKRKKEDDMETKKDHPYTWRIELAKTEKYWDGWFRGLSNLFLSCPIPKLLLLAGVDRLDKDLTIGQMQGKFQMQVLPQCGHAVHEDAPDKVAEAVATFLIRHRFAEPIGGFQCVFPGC
LYPLA1 inh: counter-screen for PME1 inhibitors: inhibitors of human LYPLA1; O75608; recombinant LYPLA1, FP-Rh probe fluorescence polarization; 0.16% of 320,000 active; inhibition, % at 5.9 µM;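 active = inhibition above the mean of all tested compounds plus 3 SD, set per campaign, cut at about 14% in these data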;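 also: inhibitors block serine hydrolase probe labeling of LYPLA1 so polarization falls; 0% = enzyme with DMSO and 100% = wells lacking LYPLA1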
Target sequence (O75608 whole entry, looked up): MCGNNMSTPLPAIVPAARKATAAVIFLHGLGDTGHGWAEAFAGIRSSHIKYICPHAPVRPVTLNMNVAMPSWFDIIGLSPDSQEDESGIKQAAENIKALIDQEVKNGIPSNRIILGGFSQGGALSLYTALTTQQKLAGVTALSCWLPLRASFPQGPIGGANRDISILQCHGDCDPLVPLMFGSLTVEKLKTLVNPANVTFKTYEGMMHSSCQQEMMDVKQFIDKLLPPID
Active calls of the source: *; / = not tested or not shown; & = joins results of further samples.

SMILES	PAFAH1B2 FP inh	PAFAH2 FP inh	GSTO1 counter	LYPLA2 inh	PAFAH1B3 FP inh	pPAFAH FP inh	PAD4 FP inh	PME-1 inh	LYPLA1 inh
Cn1cnnc1SCC(=O)Nc1ccccc1Sc1ccccc1	2	3	10	4	3	-1	3	-4	2
CC(NS(=O)(=O)c1ccc2c(c1)oc(=O)n2C)c1ccccc1 (stereo not given)	14	2	3	-1	-5	5	-4	4	-3
O=C1c2cc(CO)cc(O)c2C(=O)c2c(O[C@@H]3OC(CO)[C@@H](O)[C@@H](O)[C@@H]3O)cccc21 (stereo not given in full)	1	-2	7	6	9	2	1	2	3
O=c1cc(O)nc(SCc2ccccc2)n1-c1ccccc1	-6&-2	9&-6	9&2	1&-3	0&2	11&6	-5&-2	-1&-3	-1&-6
Cc1ccccc1C(=O)c1cccn1CC(=O)NCCCN1CC(C)CC(C)C1 (stereo not given)	4	-4	5	-6	12	3	0	-1	-1
CCCn1nnc(NC(=O)Cc2ccc(Cl)cc2)n1	27*	2	4	9	7	1	-1	6	2
O=c1ccc2cc(S(=O)(=O)Nc3ccccc3F)ccc2o1	2	1	4	3	13	6	-4	1	1
COc1ccccc1/C=C/CN1CCSCC1	9	6	-9	1	14	4	-6	-1	-2
COc1cc(OC)c(C2=NOC(C(=O)N3CCCc4ccccc43)C2)cc1Cl (stereo not given)	1	12	-8	6	14	-3	1	-2	-2
CCc1cccc(C)c1NC(=O)c1ccc(CN2CCc3ccccc3C2)cc1	2	-5	7	2	-3	2	-4	-6	2
O=C(CCN1C(=O)c2ccccc2S1(=O)=O)Nc1cc(Cl)ccc1Cl	6	2	6	5	2	3	4	4	-2
Cc1ccc(N(CC(=O)NC2CCCCC2)C(=O)CCCC(=O)Nc2ccccn2)cc1	1	-3	0	-5	4	2	4	-6	0
COc1ccccc1N1CCN(CC(=O)Nc2ccccc2C(=O)NCCc2ccccc2)CC1	5	1	/	4	11	1	5	3	-2
CSc1nnc(C)c(=O)n1COC(=O)c1ccc(S(=O)(=O)N2CCOCC2)cc1	3	0	26	-1	1	1	-3	0	1
Fc1ccc(-c2n[nH]c(=S)c3ccccc23)cc1	10	8	0	-3	10	3	-3	6	-1
Cc1ccc(C(=O)NNC(=O)c2cccs2)cc1	0	-4	5	0	3	4	1	0	0
CCC(=O)Nc1ccccc1C(=O)OCC(=O)c1cccc2ccccc12	-3	3	4	-4	1	-7	2	-3	-3
CCCOc1ccc(CSC(CC(=O)O)C(=O)O)cc1 (stereo not given)	3	2	1	-3	3	-1	-3	0	1
CCNC(=S)NNC(=O)c1ccc(OC)cc1	-1	-14	1	-2	6	-4	-8	1	-1
N#CC1(NC(=O)COC(=O)c2cccc(-n3cnnn3)c2)CCCCC1	7	73*	11	6	5	0	-2	-4	2

Quoted at random: two compounds from above, in no set order.
SMILES	PAFAH1B2 FP inh	PAFAH2 FP inh	GSTO1 counter	LYPLA2 inh	PAFAH1B3 FP inh	pPAFAH FP inh	PAD4 FP inh	PME-1 inh	LYPLA1 inh
COc1cc(OC)c(C2=NOC(C(=O)N3CCCc4ccccc43)C2)cc1Cl (stereo not given)	1	12	-8	6	14	-3	1	-2	-2
COc1ccccc1/C=C/CN1CCSCC1	9	6	-9	1	14	4	-6	-1	-2

Additional results follow.
SMILES	PAFAH1B2 FP inh	PAFAH2 FP inh	GSTO1 counter	LYPLA2 inh	PAFAH1B3 FP inh	pPAFAH FP inh	PAD4 FP inh	PME-1 inh	LYPLA1 inh
OCC[C@@H]1C[C@@H](O)[C@H](O)[C@]2(Cc3ccccc3CO2)O1	-7	-10	-1	3	-4	-3	-2	2	-1
CCCC1(C(=O)OCC)NC(c2ccc(N(C)C)cc2)C2C(=O)N(c3ccc(OCC)cc3)C(=O)C21 (stereo not given)	-2	-9	5	2	2	1	-2	-5	-1
Cc1ccccc1COC(=O)c1cc([N+](=O)[O-])ccc1N1CCOCC1	4	-14	2	5	-4	4	-2	4	4
Cc1nn(C(=O)c2ccco2)c(C)c1Sc1ccccc1	3	52*	7	1	11	4	-1	13	2
COC1(OC)C=CC(=O)C=C1NC(=O)c1ccccc1OC(C)=O	1	-3	5	-4	11	-6	-7	-6	-1
CCOC(=O)C1=C(O)/C(=C/c2cccc(OC)c2O)N=C1C	0	-1	3	1	3	7	-2	0	2
COC(=O)CC1C(=O)NCCN1C(=O)c1ccc2oc(C(C)C)nc2c1 (stereo not given)	1	11	-2	10	4	5	-2	-3	0
COc1ccc(C(=O)Oc2ccc[nH]c2=O)cc1	1	6	7	3	3	-7	-2	-3	8
Cc1cc(-c2nn(-c3ccccc3F)cc2CNCCc2cnc[nH]2)c(C)s1	5	6	-5	4	3	2	3	0	-1
COc1ccc(-c2cc(-c3nnc(COC(=O)c4ccc(O)cc4)o3)c3ccccc3n2)cc1OC	/	/	-46	-40	/	-10	-8	-34	-24
CC(C)Cn1c(N)c(C(=O)COC(=O)C2=COCCO2)c(=O)n(C)c1=O	6	1	2	8	-1	3	1	-3	3
COc1ccc2c(=O)c(N3C(=O)c4ccccc4C3=O)coc2c1	7	4	-7	-1	8	1	0	4	-4
CCOc1ccc(C(=O)CCC(=O)NC(CC(C)C)C(=O)OC)cc1 (stereo not given)	-3	-2	5	1	5	7	-1	0	0
CCN(CC(=O)Nc1ccc(NC(C)=O)cc1)C(=O)c1oc2ccccc2c1C	1	-3	-9	-2	7	0	-2	1	-1
Oc1ccc(/C=C/c2ccnc3ccccc23)cc1	4	5	-4	-6	14	8	-1	0	-5
CC1Oc2ccccc2N(CC(=O)Nc2ccc3c(c2)OCO3)C1=O (stereo not given)	2	2	-3	5	-3	4	0	-3	1
Cc1cc(NC(=O)CCN2CCC(C(N)=O)CC2)ccc1Br	1	-8	-4	0	7	2	-1	-1	-2
CCOC(=O)c1cnn(-c2cc(Oc3ccccc3C)ncn2)c1N	0	-7	1	-7	0	0	-2	-3	-7
Cn1cccc1C(=O)OCC(=O)NC(=O)c1ccc(Cl)cc1	4	2	/	/	13	3	5	/	/
O=C(C#Cc1ccccc1)Nc1ccccc1F	2	-5	8	5	4	0	1	4	4
CCN(CC)S(=O)(=O)c1ccc(N2CCOCC2)c(NC(=O)c2ccc(C#N)cc2)c1	-7	-6	4	-1	5	-1	12	-4	0
COc1ccc(CC(=O)Nc2ccc(S(=O)(=O)N3CCCC3)cc2)c(OC)c1	1	2	/	2	-3	-4	-2	10	1
Cn1c(=O)[nH]c(=O)c2c1nc(Br)n2CCCO	0	-2	-3	-4	2	-3	-1	-4	-3
COc1ccc(NS(=O)(=O)c2c(C)n(C)c(=O)n(C)c2=O)cc1OC	-1	-5	-1	6	5	3	1	0	7
O=C(COC(=O)[C@@H]1CCCN1S(=O)(=O)c1ccccc1F)NCc1ccc2c(c1)OCO2	-3	0	/	-2	2	1	-7	-2	2
Cc1ccn2cc(CNS(=O)(=O)c3ccc4c(c3)OCCO4)nc2c1	3	5	6	-1	1	4	-2	-3	0
O=C1NC(Cc2c[nH]c3ccccc23)C(=O)N1CCOc1ccc(F)cc1 (stereo not given)	9	-3	4	0	12	3	-8	1	-3
Cc1ccc(CNc2cc(C(=O)O)ccc2C)s1	-1	0	-3	10	6	2	-2	1	3
CCN1CCN(c2ccc(NC(=O)c3ccc(OC)c(S(=O)(=O)N4CCCC4)c3)cc2)CC1	3	0	/	3	-2	-4	1	2	-1
Cc1ccc(C(=O)COC(=O)c2n[nH]c(=O)c3ccccc23)cc1	-2	3	4	0	1	-1	-4	-5	3
Cc1ccc(C(=O)OCCOc2cccc(Cl)c2)cc1S(=O)(=O)N1CCOCC1	0	21	-7	1	4	3	-2	-7	-3
CCOC(=O)c1nn(-c2ccc3ccccc3c2)cc1O	2	-2	-4	-2	1	-2	-4	4	0
O=C1S/C(=C/c2ccc(N3CCOCC3)o2)C(=O)N1Cc1ccc(F)cc1	-1	-2	-7	-3	-4	-9	-17	-6	-1
COc1ccc(-c2csc(Nc3ccc(S(N)(=O)=O)cc3)n2)cc1	0	1	4	2	6	15	-2	19	-4
Nc1nonc1-n1nnc(C(=O)N/N=C/c2ccc(OCc3ccc(F)cc3)cc2)c1COc1ccccc1	-2	-6	-11	-2	3	3	-5	-10	-3
O=C(N/N=C/c1cn(-c2ccccc2)nc1-c1cccnc1)c1ccccc1	6	3	-2	-3	3	2	-1	-7	-4
O=[N+]([O-])c1ccc(N(c2ccccc2)c2ccccc2)cc1	5	1	8	4	4	2	-8	3	-1
c1ccc(CN=C2Nc3ccccc3CS2)nc1	6	8	2	-4	1	-12	-8	-1	-1
O=C(CN1CCN(S(=O)(=O)c2ccccc2)CC1)NC(=O)NC1CCCCC1	0	-3	5	7	-2	1	-5	-2	-4
CCC1Nc2ncnc(N3CCCCC3)c2N(Cc2ccc(C)cc2)C1=O (stereo not given)	8	-1	/	/	-6	0	-2	/	/
COc1ccc2c(c1)OC(=O)CC2c1ccccc1OC (stereo not given)	2	2	/	/	8	4	-1	/	/
O=C(CC(C(=O)O)c1ccc(Cl)cc1)c1ccccc1 (stereo not given)	-2	4	1	9	0	-1	-2	2	0
CC(=O)Nc1ccc(NC(=O)COC(=O)CCCc2c[nH]c3ccccc23)cc1	1	-1	-1	-3	8	11	0	0	-2
O=C(NCc1cccs1)C1CCN(S(=O)(=O)N2CCCC2)CC1	0	12	2	4	-4	-2	-8	2	1
O=C(CNC(=O)c1cccc(Cl)c1)N/N=C/C=C/c1ccccc1	-3	-4	0	-3	9	4	2	-3	-6
COc1ccc(NC(=O)CSc2nc3ccccc3c(=O)n2CCCO)cn1	-1	1	/	7	5	1	-3	-3	-2
OCC1(Cc2ccccc2)CCN(Cc2ccc(-c3ccco3)cc2)CC1	-3	2	4	6	-8	5	-2	1	0
O=C(CCNS(=O)(=O)c1cccc2nsnc12)NC1CCCc2ccccc21 (stereo not given)	3	9	9	0	11	3	-2	1	-2
NC(=O)CSc1cn(Cc2ccccc2)c2ccccc12	6	6	6	0	9	3	-5	2	1
COC(=O)[C@]1(Cc2ccccc2)N[C@H](CN(C)C(=O)c2ccc(F)cc2)[C@@H]2C(=O)N(Cc3ccccc3)C(=O)[C@@H]21	8	7	/	/	5	3	-8	/	/
C=CCc1c(C)[nH]c(=S)c(C#N)c1C	5	-1	4	12	2	4	5	0	5
Cc1occc1C(=O)Nc1ccc2ccccc2c1	1	-4	-3	-1	5	3	-4	3	-5
CC1=NN(C2=NS(=O)(=O)c3ccccc32)C(C)(O)C1 (stereo not given)	4	3	15	-6	9	7	-2	7	-3
CC(=O)OC1COC(N2CCc3cc([N+](=O)[O-])ccc32)C(OC(C)=O)C1OC(C)=O (stereo not given)	1	-14	-1	0	-1	1	-5	-8	-1
CC1Cc2ccccc2N1S(=O)(=O)c1ccc2c(c1)n(C)c(=O)c(=O)n2C (stereo not given)	13	4	-2	-3	7	5	0	-4	0
CN(C)N1C(=O)CC(NNC(=O)c2ccncc2)C1=O (stereo not given)	5	4	4	-6	16	-1	-2	-6	-3
CCn1c(SCc2nc3scc(-c4ccccc4)c3c(=O)[nH]2)nnc1-c1cccs1	-7	0	2	-6	7	8	4	2	-3
O=C(CNC(=O)c1ccccc1F)Nc1ccc2c(c1)CCC2	-2	-2	/	5	4	1	-3	-15	-1
COc1cccc(Nc2nc(-c3ccccc3O)nc3ccccc23)c1	-6	-20	-22	-27	-4	-9	0	-17	-23
Cn1c(-c2cnn(-c3ccccc3)c2-n2cccc2)n[nH]c1=S	8	11	-3	-1	2	2	1	-4	0

An excerpt (hit frequency here may not be typical).
